# ERp5 inh – inhibitors of ERp5-driven insulin aggregation, primary screen, biochemical, turbidity, absorbance 650 nm, single point; Protein disulfide-isomerase A6 (Homo sapiens), Q15084; 90 min; inhibition, % at 9.99 µM; 0.05% of 350,000 active; AID 651711, 2012;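 active means mean replicate inhibition above about 25%, with every replicate also reaching it, limit read from the data, passing the limit was not always enough; inconclusive means only one of those two criteria met; inactive means neither criterion met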
# Target sequence (Q15084 whole entry, looked up): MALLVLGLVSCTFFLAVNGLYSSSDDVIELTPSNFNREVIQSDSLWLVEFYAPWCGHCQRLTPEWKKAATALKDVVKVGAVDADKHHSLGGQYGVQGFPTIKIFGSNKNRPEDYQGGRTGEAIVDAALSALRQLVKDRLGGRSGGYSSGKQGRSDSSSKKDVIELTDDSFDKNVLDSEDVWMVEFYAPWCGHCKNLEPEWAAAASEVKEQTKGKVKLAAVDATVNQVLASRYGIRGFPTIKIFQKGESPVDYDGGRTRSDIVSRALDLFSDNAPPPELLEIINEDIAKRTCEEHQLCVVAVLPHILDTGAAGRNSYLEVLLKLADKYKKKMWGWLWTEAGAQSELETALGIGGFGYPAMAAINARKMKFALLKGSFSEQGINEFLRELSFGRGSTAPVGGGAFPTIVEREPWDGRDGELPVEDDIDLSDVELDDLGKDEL
# esBAF inh – Bmi1 luciferase reporter increase in mESCs, primary screen, esBAF inhibitor project, mouse ES cells, Bmi1 luciferase knock-in, single point; 24 h; 100% = twice the neutral-well signal; reporter increase, % at 12.5 µM; 2% of 350,000 active; AID 602393, 2012; in the data active means activation above about 40%; inconclusive means no clear call, values can overlap the other calls;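 further: 0% = median of the plate's neutral control wells and 100% = double that signal; a rise in the Bmi1 reporter signal indicates esBAF inhibition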
# RAD52 inh – RAD52 DNA annealing inhibitors, primary screen, biochemical, FRET, single point, set 2; recombinant RAD52 DNA annealing, FRET fluorescence; inhibition, % at 18.7 µM; 0.46% of 360,000 active; AID 651710, 2012;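 active means every replicate showing at least 50% inhibition; inconclusive means mean inhibition at least 50% but not in every replicate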
# Target sequence (P43351 whole entry, looked up): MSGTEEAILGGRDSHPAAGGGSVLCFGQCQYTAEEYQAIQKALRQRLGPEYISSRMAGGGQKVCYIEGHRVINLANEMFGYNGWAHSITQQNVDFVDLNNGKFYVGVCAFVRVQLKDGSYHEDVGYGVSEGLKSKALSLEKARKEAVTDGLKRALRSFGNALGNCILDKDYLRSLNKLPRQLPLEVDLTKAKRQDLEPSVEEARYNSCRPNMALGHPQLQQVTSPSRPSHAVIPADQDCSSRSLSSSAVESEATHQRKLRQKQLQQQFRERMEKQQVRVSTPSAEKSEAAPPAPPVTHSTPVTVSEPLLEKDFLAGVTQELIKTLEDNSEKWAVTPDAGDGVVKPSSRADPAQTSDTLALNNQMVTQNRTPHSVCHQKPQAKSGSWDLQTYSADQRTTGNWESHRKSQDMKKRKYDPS
# Xi reactivation – activators of inactive X chromosome reactivation, primary screen, imaging, XiGFP fibroblasts, GFP high-content imaging, set 2 | 0.055% of 360,000 active | XiGFP mouse fibroblasts, % GFP-positive cells imaging, 3 d; cells co-treated with 5-aza-dC sensitizer; scaled so ellipticine positive control = 100% | AID 743238, 2013 | activation, % at 7.58 µM;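 active means mean normalized replicate activation at least 10% and every replicate at or above 10%; inconclusive means only one of the two criteria met; inactive means mean below 10% and not all replicates reach 10%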;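 further: 0% = median of on-plate neutral control wells and 100% = ellipticine 6 µM median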
#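 System: 68-5-11 XiGFP fibroblast line | Buffer or medium: DMEM containing 5-aza-dC | Compound: Single point | Times: Compounds 3 days, fix/stain 15 min at room temperature | Benchmarks: Positive control ellipticine, 6 µM final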
# E-sel inducer – E-selectin induction in HUVECs, primary screen, imaging, HUVEC, immunofluorescence imaging, single point; 0.37% of 260,000 active; activation, % at 7.58 µM; normalized: neutral wells 0, TNF-alpha wells 100; P16581;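 active means mean E-selectin-positive cell signal at least 10% of the positive control, reached in at least 60% of replicates, without over 20% cell loss; inconclusive means no rule given, readout overlaps actives, possibly toxicity-flagged; inactive means the rest, including those meeting only one limit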;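 further: in these data hits start at about 27%; measured in HUVEC primary endothelial cells; signal is the percent of cells scored E-selectin positive by PE staining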
#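 Test system: HUVEC | Signal: Immunofluorescence imaging | Read-out: Percent E-selectin-positive cells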
# ERAP1 inh – human ERAP1 aminopeptidase inhibitors, primary screen, biochemical, single point, plate reader. AID 652197, 2013. Endoplasmic reticulum aminopeptidase 1 (Homo sapiens), Q9NZ08. inhibition, % at 10.7 µM. recombinant ERAP1, Leu-AMC fluorescence, 60 min. 0.15% of 340,000 active;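 active means mean replicate inhibition of at least 30%, or all replicates individually reaching that 30% level; inactive means mean below 30% and not every replicate reaching it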;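 further: 0% = neutral control wells and 100% = L-leucinethiol positive control wells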
# S100A4 MyoIIA – inhibitors of S100A4-myosin IIA peptide binding, primary screen, biochemical, fluorescence polarization, TAMRA-MyoIIA peptide; inhibition, % at 10.7 µM; 0.14% of 360,000 active; Protein S100-A4 (Homo sapiens), P26447;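 active means mean inhibition of at least 70% across replicates, with every replicate also reaching that level; inconclusive means mean inhibition reaches 70% but some replicates fall short; inactive means mean inhibition below 70%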
# Target sequence (P26447 whole entry, looked up): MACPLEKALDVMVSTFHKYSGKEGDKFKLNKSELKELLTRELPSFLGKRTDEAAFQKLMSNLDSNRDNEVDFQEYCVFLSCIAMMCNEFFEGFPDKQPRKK
#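 System – human S100A4 monomer protein, biochemical binding assay · Buffer or medium – Calcium-containing HEPES buffer, pH 7.2 · Timing – 5 min between mix addition and reading · Also added – TAMRA-labelled myosin IIA heavy-chain peptide probe, 5 nM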
# RAD54 inh – inhibitors of human RAD54 branch migration, primary screen, biochemical, fluorescence, single point. inhibition, % at 10.4 µM. RAD54 Holliday junction branch migration, FAM/BHQ fluorescence. AID 602329, 2012. 0.14% of 360,000 active;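 active means mean normalized replicate activity at least 40 and at least half of replicates scoring 40 or more; inconclusive means only one of the two criteria met; inactive means mean below 40 and under half of replicates reaching 40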;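 further: 0% = median of neutral control wells and 100% = median of positive control wells; inhibitors cause a drop in the FAM fluorescence signal; in these data hits start at about 50%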
# * = called active by the depositor; ? = inconclusive; . = no result given.
SMILES,ERp5 inh,esBAF inh,RAD52 inh,Xi reactivation,E-sel inducer,ERAP1 inh,S100A4 MyoIIA,RAD54 inh
CCOC(=O)C1(CC2CCCCO2)CCN(S(=O)(=O)c2ccc(OC)cc2)CC1 (configuration not stated),6.0,-8.5,-0.4,0.1,.,-0.7,-16.0,.
CCOC(=O)CNC(=O)C1CCCc2c1[nH]c1ccc(Cl)cc21 (configuration not stated),-3.1,4.1,-17.2,0.0,.,0.8,20.4,.
COc1ccc(S(=O)(=O)NC(=O)C2(C)CCN2C(=O)Cc2cc(C)cc(C)c2)cc1 (configuration not stated),-2.5,6.0,-18.7,-0.1,-0.7,-0.6,14.6,-4.2
CC1(C)C(=S)N(Cc2ccccc2)c2ccccc21,-2.9,8.2,-12.3,0.0,.,-1.4,4.6,1.1
OCCOCCn1c(CCNc2nc(-c3ccc(Cl)cc3)cs2)nc2cc(Cl)c(Cl)cc21,-3.8,12.5,-53.9,0.0,13.6,-0.4,2.7,7.4
Cc1ccc(-c2nc3c(c(SCC(=O)N4CCOCC4)n2)Cc2c(CO)cnc(C)c2O3)cc1,-2.2,0.0,-7.5,0.0,.,4.6,2.9,14.0
COc1ccccc1-c1ccc2n(c1=O)C[C@H]1[C@H](CO)[C@@H](C(=O)N3CCCCC3)N(C)[C@@H]21,-4.2,-2.6,0.9,0.1,-0.1,0.3,-5.2,-2.1
COc1ccc(OCC(=O)Nc2ccc3c(c2)nc(CN2CCN(C(C)=O)CC2)n3C)cc1,1.6,2.7,-9.8,0.0,.,.,2.0,6.9
COc1ccc(C2OC(=O)CC2C(=O)NCc2ccc(C)cc2)cc1OC (configuration not stated),0.3,-2.9,-12.1,0.3,?,1.4,4.1,-5.1
COc1ccccc1N1CCN(CCCCN2C(=O)C3CCCN3C2=O)CC1 (configuration not stated),3.5,-5.7,-11.7,0.0,.,1.7,9.2,-9.0
Cc1ccc(C)c(N2CCN(c3ncccc3[N+](=O)[O-])CC2)c1,2.1,7.7,-1.7,0.0,0.1,-2.6,-2.7,7.2
CCOC(=O)C1CCN(C(=O)c2ccccc2NC(=O)C2=C(C)OCCS2)CC1,3.2,-1.1,-9.3,0.1,.,2.1,-3.8,6.6
c1cncc(CN2C[C@@H]3N[C@H](C2)C3c2ccc(-c3cccnc3)cc2)c1 (some centres not stated),-1.8,.,13.2,0.0,0.0,-2.3,6.3,.
COc1ccc(CCNC(=O)c2cc(C3CC3)nc3c2cnn3C(C)C)cc1,0.9,-1.6,-16.7,0.7,0.0,-1.7,21.5,-5.0
CCC(=O)Nc1ccc2c(c1)C(=O)N(C)C[C@H](OC)[C@H](C)CN(C(=O)NC(C)C)[C@@H](C)CO2,6.8,2.9,-6.3,-0.1,0.4,-0.5,-6.1,1.2
Cc1cccc(C(C(=O)NC2CCCC2)N(Cc2cccnc2)C(=O)c2csnn2)c1 (configuration not stated),2.7,-5.3,1.6,0.2,.,0.6,-1.9,-5.7
COc1ccc(S(=O)(=O)Cc2ccc(C(=O)N3CCN(c4ncccn4)CC3)o2)cc1,-2.2,-3.8,-7.9,0.0,.,.,-0.4,2.3
Cc1ccc(CNC(=O)CSc2nnc(CNC(=O)c3ccccc3)o2)cc1,-3.7,-6.4,-12.9,2.0,-0.1,2.0,1.3,7.0
COc1ccc(CCC(=O)OCc2csc(CC(=O)Nc3ccc(C)cc3)n2)cc1OC,5.1,10.6,-78.1,-0.1,.,-0.4,-7.7,-6.7
Cn1c(CC(=O)NNC(=O)c2ccccc2[N+](=O)[O-])nc2ccccc21,2.6,-1.5,-30.2,0.0,.,-2.3,-4.8,5.7
COC1CCCN(C(=O)c2ccc3oc(Cc4ccc(Cl)cc4)nc3c2)C1 (configuration not stated),1.5,-1.2,-7.4,0.2,-0.6,0.6,10.5,5.3
Cc1cc(-c2nnc(CCC(=O)NC(C)c3cccc4ccccc34)o2)no1 (configuration not stated),1.9,.,-18.5,-0.2,0.0,.,-1.2,.
COc1ccc(C#Cc2cnc3c(c2)C(=O)N([C@H](C)CO)C[C@H](C)[C@H](CN(C)Cc2ccccc2)O3)cc1OC,0.0,2.7,-2.1,-0.5,?,4.0,-8.3,10.2
Cc1cc(C)n(-c2nc(NCCN(C)C)c3c4c(sc3n2)COC(C)(C)C4)n1,1.0,.,28.5,-0.1,1.1,4.7,2.1,?
COc1ccc(CCC(=O)O)cc1OC,3.2,.,-12.8,0.1,-0.1,-0.9,-2.3,.

# Quoted at random: two entries already listed, in no set order.
SMILES,ERp5 inh,esBAF inh,RAD52 inh,Xi reactivation,E-sel inducer,ERAP1 inh,S100A4 MyoIIA,RAD54 inh
CCOC(=O)C1CCN(C(=O)c2ccccc2NC(=O)C2=C(C)OCCS2)CC1,3.2,-1.1,-9.3,0.1,.,2.1,-3.8,6.6
COc1ccccc1-c1ccc2n(c1=O)C[C@H]1[C@H](CO)[C@@H](C(=O)N3CCCCC3)N(C)[C@@H]21,-4.2,-2.6,0.9,0.1,-0.1,0.3,-5.2,-2.1

# Copied from above (2 entries):
SMILES,ERp5 inh,esBAF inh,RAD52 inh,Xi reactivation,E-sel inducer,ERAP1 inh,S100A4 MyoIIA,RAD54 inh
CCOC(=O)C1(CC2CCCCO2)CCN(S(=O)(=O)c2ccc(OC)cc2)CC1 (configuration not stated),6.0,-8.5,-0.4,0.1,.,-0.7,-16.0,.
CCOC(=O)CNC(=O)C1CCCc2c1[nH]c1ccc(Cl)cc21 (configuration not stated),-3.1,4.1,-17.2,0.0,.,0.8,20.4,.

# Next records:
SMILES,ERp5 inh,esBAF inh,RAD52 inh,Xi reactivation,E-sel inducer,ERAP1 inh,S100A4 MyoIIA,RAD54 inh
Cc1ccccc1-c1cnc2c(c1)C(=O)N([C@H](C)CO)C[C@H](C)[C@@H](CN(C)C(=O)CN(C)C)O2,-6.7,3.0,3.7,3.2,-0.1,0.2,-0.7,1.6
CCC(=O)Nc1ccc2c(c1)OC[C@H](C)N(CC1CC1)C[C@@H](C)[C@@H](OC)CN(C)C2=O,-3.7,-6.6,3.0,0.0,-0.1,0.0,4.6,8.3
O=C(NCc1cc(F)cc(F)c1)[C@H]1[C@H](CO)[C@H]2Cn3c(cccc3=O)[C@@H]1N2C(=O)Cc1ccccn1,-2.2,-4.2,-4.1,-0.1,0.0,-0.2,5.7,1.1
Cc1ccc(NC(=O)/C=C/c2ccco2)nc1,2.0,.,-7.4,1.0,0.2,-3.4,0.6,.
Cc1cc(C)c2nc3sc(=Cc4ccc(-c5ccccc5C(=O)O)o4)c(=O)n3c2c1,-1.8,0.6,-136.3,-0.1,-0.1,-3.7,-2.9,-8.7
CCc1ccc(OCC(=O)NC2CCCCC2)c(Br)c1,-0.1,?,5.2,0.1,-0.2,3.1,-4.4,-2.2
COc1ccc(S(=O)(=O)N2CCOCC2)cc1NC(=O)CSc1nnc(N)s1,-1.2,-3.9,-7.4,0.0,0.1,-0.8,-5.8,-23.5
C=CCNc1nc(C(=O)OCC(=O)NCc2ccccc2OC)cs1,-0.6,0.7,-22.6,0.1,.,-0.5,-0.8,2.9
COCCCNC(=O)/C(C#N)=C/c1c(N2CCN(c3ccccc3)CC2)nc2ccccn2c1=O,-3.0,28.6,-30.7,0.0,-0.1,-62.8,-2.9,-14.1
Cc1noc(C)c1S(=O)(=O)N(C)C[C@@H]1OCCCC[C@@H](C)Oc2ccc(NC(=O)NC3CCCCC3)cc2C(=O)N([C@H](C)CO)C[C@H]1C,2.0,2.0,-5.1,0.2,0.3,1.6,-5.6,-2.6
O=C(/C=C/c1ccco1)OCC(=O)c1ccc(OC(F)F)cc1,1.7,-4.0,-40.2,0.0,.,-4.2,-6.9,-14.1
Cc1cccc(C)c1NC(=O)CN1CCN(C(=O)CNC(=O)c2ccc(N3CCCC3=O)cc2)CC1,8.3,-1.9,-5.0,-0.1,.,2.4,-0.6,-7.7
Cc1noc(C)c1S(=O)(=O)Nc1ccc2c(c1)C(=O)N([C@@H](C)CO)C[C@H](C)[C@@H](CN(C)S(=O)(=O)c1ccc(Cl)cc1)OCCCC[C@H](C)O2,5.5,3.0,-19.3,0.2,.,0.0,11.8,1.6
CC(=O)Nc1ccc(N(C(=O)CNC(=O)c2cccs2)C(C(=O)NCC2CCCO2)c2ccccc2)cc1 (configuration not stated),3.3,2.0,-5.3,0.0,0.1,7.1,-1.0,1.2
NC(=O)NCC#Cc1ccc2c(c1)[C@]1(C(=O)N2)[C@H](C(=O)O)[C@H]2C(=O)O[C@H](c3ccccc3)[C@H](c3ccccc3)N2[C@@H]1c1ccc(O)cc1,1.5,.,-2.1,.,.,-3.0,-0.8,9.6
O=C(C[C@@H]1CC[C@H]2[C@@H](COC[C@@H](O)CN2Cc2ccc3c(c2)OCO3)O1)N1CCOCC1,-6.6,-1.1,-0.4,0.1,-0.1,5.1,14.7,2.6
CCCC(c1nnnn1C1CCCCC1)N1CCN(C(=O)c2ccco2)CC1 (configuration not stated),-0.7,-1.7,-18.0,0.0,.,-2.1,-2.3,-4.4
CCOc1ccc(/C=C/C(=O)N(C)CC(=O)Nc2cccc(F)c2)cc1OCC,1.5,-8.2,-15.4,-0.1,.,3.4,-0.7,-8.0
N#C[C@H]1[C@@H](c2ccc(C#CC3(O)CCCC3)cc2)[C@H](CO)N1C(=O)C1CCC1,4.6,2.1,6.9,0.0,-0.3,0.4,4.8,-24.4
O=C(C[C@@H]1CC[C@H]2[C@@H](COC[C@H](O)CN2C(=O)Nc2cc(Cl)cc(Cl)c2)O1)N1CCCCC1,-3.2,0.9,-8.8,0.0,0.1,0.1,-2.9,-5.8
CN1CCN(C(=O)N(c2ccccc2)c2ccccc2)CC1,4.3,-2.3,-7.9,0.0,-0.1,2.5,-4.5,-1.3
O=C(CN1C(=O)C2(OCCO2)c2cc(Br)ccc21)NO,-3.8,.,-13.6,0.1,-0.2,34.3*,-3.9,.
N#Cc1ccc(-c2ccc(C3Nc4ccccc4C(=O)N3O)o2)cc1 (configuration not stated),-3.6,8.2,-56.9,0.0,-0.6,-2.3,5.5,4.8
C[C@@H]1CN([C@H](C)CO)C(=O)c2cc(NC(=O)CCCN(C)C)ccc2O[C@@H](C)CCCCO[C@@H]1CN(C)C(=O)Nc1ccccc1,-3.1,-3.6,-3.5,0.3,-0.1,1.7,-22.9,5.4
NS(=O)(=O)c1ccc(CNC(=O)COc2ccc3c4c(c(=O)oc3c2)CCCC4)cc1,-3.4,-2.9,-5.0,0.1,4.0,5.2,1.4,1.3
Cc1[nH]c2ccc3ccccc3c2c(=O)c1C/C=C/Cl,3.2,27.3,-5.6,0.0,0.0,-2.8,1.5,1.0
Cc1cccc[n+]1CC(=O)Nc1ccccc1,-3.3,-3.9,-15.2,-0.1,.,0.0,-1.8,-3.3
CC(C)(C)c1ccc(CC(=O)N2CCC2(C)C(=O)NCc2cccc3ccccc23)cc1 (configuration not stated),0.6,1.0,-2.0,0.1,-0.1,-0.7,6.8,-6.2
COc1ccccc1S(=O)(=O)NCc1ccc(C(=O)N(C)Cc2ccc(F)cc2)cc1,0.6,4.0,-9.9,0.0,-1.2,-2.7,-0.7,.
